High-throughput results deposited in PubChem BioAssay by several laboratories.
PMI activator: phosphomannose isomerase (human) activation. P34949. activation factor at 20 µM. 190,000 tested, 0.005% active. purified human PMI, coupled resazurin fluorescence, 20 min; stronger effect = higher value; 1 = vehicle control, 0 substrate-free wells;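 active = activation factor of 2 or more at 20 µM, relative to plate controls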
Target sequence (P34949 whole entry, looked up): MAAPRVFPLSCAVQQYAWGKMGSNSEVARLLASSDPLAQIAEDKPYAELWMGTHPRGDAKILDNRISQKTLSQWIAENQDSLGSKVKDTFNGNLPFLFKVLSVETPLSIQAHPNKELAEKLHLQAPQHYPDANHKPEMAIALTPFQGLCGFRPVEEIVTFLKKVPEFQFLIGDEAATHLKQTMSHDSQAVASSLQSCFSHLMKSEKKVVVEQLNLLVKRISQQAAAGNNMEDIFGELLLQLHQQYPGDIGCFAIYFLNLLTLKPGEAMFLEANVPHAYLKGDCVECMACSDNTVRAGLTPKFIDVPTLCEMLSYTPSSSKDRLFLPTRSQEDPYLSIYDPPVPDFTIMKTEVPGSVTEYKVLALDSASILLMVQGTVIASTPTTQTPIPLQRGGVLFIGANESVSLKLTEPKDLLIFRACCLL
TNAP act hiacc: activators of human TNAP at high phosphate acceptor concentration; 200,000 tested, under 10 active; activation factor at 20 µM; AID 1136; purified TNAP, CDP-star luminescence, 1 M DEA, 30 min; stronger effect = higher value; 0 = EDTA background, 1 = DMSO-only activity;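 active = activation factor at least 2 at 20 µM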
Target sequence (P05186 whole entry, looked up): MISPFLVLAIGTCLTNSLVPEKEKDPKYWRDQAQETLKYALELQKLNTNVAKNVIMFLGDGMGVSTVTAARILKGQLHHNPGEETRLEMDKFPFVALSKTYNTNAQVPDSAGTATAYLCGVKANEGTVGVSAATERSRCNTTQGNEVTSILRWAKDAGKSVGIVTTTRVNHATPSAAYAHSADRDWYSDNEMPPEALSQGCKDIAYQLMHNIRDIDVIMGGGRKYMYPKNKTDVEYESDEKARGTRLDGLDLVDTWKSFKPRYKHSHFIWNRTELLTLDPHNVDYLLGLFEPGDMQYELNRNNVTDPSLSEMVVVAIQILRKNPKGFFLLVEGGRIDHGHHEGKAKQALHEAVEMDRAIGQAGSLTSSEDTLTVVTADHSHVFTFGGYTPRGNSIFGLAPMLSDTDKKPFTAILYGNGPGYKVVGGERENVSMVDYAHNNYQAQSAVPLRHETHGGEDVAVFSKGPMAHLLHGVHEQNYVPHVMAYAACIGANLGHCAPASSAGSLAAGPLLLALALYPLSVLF
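Measured by: Luminescent substrate turnover signal | Test system: Human TNAP | Input: TNAP 1/800 final | Dosing: 20 µM single point | Schedule: 30 min, room temperature | Controls: EDTA wells as negative control, DMSO wells as positive control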
bIAP inhibitor: intestinal alkaline phosphatase (bovine) inhibition; purified bovine IAP, CDP-star luminescence, 30 min; inhibition, % at 20 µM; 190,000 tested, under 10 active; AID 1019;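 active = over 50% inhibition of intestinal alkaline phosphatase at 20 µM in the single-dose screen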
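System: Purified bovine intestinal alkaline phosphatase (IAP) enzyme | Input: IAP diluted 1/65,000,000 in the well | Also added: CDP-star chemiluminescent phosphatase substrate, 30 µM final | Dosing: 20 µM single dose | Times: Enzyme reaction for 30 min at room temperature | Detection: Luminescence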
Diaphorase inh: counter-screen for diaphorase-based assays: diaphorase inhibitors and chemical oxidizers | inhibition, % at 20 µM | 190,000 tested, 0.69% active | diaphorase resazurin-to-resorufin fluorescence, NADH, 16 min; bacterial (C. kluyveri) enzyme, not human | AID 1217;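 active = primary screen inhibition at 20 µM above a set limit, cut at about 50% in these data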;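 also: plate controls were DMSO with full reaction for no effect and wells lacking NADH for full effect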
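Detection: fluorescence of resorufin formed from resazurin, Ex 544/Em 590 nm; test system: Clostridium kluyveri diaphorase enzyme; amount: 0.14 U/mL diaphorase, enzyme working solution; times: 16-min room-temperature incubation before reading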
Lmaj promast: reduces viability of Leishmania major promastigotes; resazurin fluorescence viability; inhibition, % at 10 µM; 200,000 tested, 9% active; in the data active = inhibition above about 50%;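 also: promastigotes grown with compound for 44 hours at 28 °C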
TNAP inh noacc: blocks human TNAP activity with no phosphate acceptor present; P05186; purified TNAP, CDP-star luminescence, 30 min; inhibition, % at 20 µM; 200,000 tested, 0.26% active; AID 1012;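 active = tissue-nonspecific alkaline phosphatase inhibition above about 50% at 20 µM in the single-dose screen, limit read from the data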;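 also: 0% = DMSO negative control and 100% = EDTA positive control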
TNAP inh hi DEA: TNAP (human) inhibition, high acceptor; 200,000 tested, 0.03% active; AID 1135; inhibition, % at 20 µM; P05186; purified TNAP, CDP-star luminescence, 1 M DEA;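 active = over 50% inhibition of tissue-nonspecific alkaline phosphatase at 20 µM in the single-dose screen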;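 also: plate controls were DMSO wells for no effect and EDTA-quenched wells as full inhibition for full effect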
PMI act hi M6P: increases human PMI activity with near-saturating mannose 6-phosphate. coupled PMI enzyme assay, resazurin fluorescence, 20 min; stronger effect = higher value; 1 = untreated enzyme, 0 = substrate-free blank. activation factor at 20 µM. 190,000 tested, 0.34% active. AID 1216;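 active = activation factor of 2 or more at 20 µM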
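Test system: human phosphomannose isomerase with PGI, G6PDH, diaphorase coupling enzymes; amount: 15 ng/mL PMI; incubation: enzyme reaction with compound 20 min at room temperature; technique: resorufin fluorescence (Ex 544/Em 590 nm) from resazurin via diaphorase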
bIAP activator: intestinal alkaline phosphatase (bovine) activation. purified bovine IAP, CDP-star luminescence, 30 min; stronger effect = higher value; fold of DMSO-control signal, blank-subtracted. activation factor at 20 µM. 200,000 tested, 0.17% active;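 active = activation factor of 2 or more at 20 µM, a signal rise over negative controls twice the positive control's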
Diaphorase act: counter-screen for diaphorase-based assays: diaphorase activators and chemical reducers; Diaphorase/resazurin coupled assay, resorufin fluorescence, 16 min; stronger effect = higher value; 1 = vehicle wells, 0 = NADH-free wells; activation factor at 20 µM; 190,000 tested, 0.005% active;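 active = diaphorase activity raised at least twofold by the compound at 20 µM; inactive = activation factor below 2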
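Assay system: Purified diaphorase enzyme from Clostridium kluyveri | Amount: Enzyme 0.07 U/mL final | Dosing: Compound 20 µM once, DMSO 1% | Timing: 16 min reaction at room temperature | Detection: Fluorescence, excitation 544 nm and emission 590 nm | Evaluation: Higher resorufin formation from activation or reduction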
* marks the source's active call; other numbers are inactive results; / = no result given.

Values run as follows: PMI activator	TNAP act hiacc	bIAP inhibitor	Diaphorase inh	Lmaj promast	TNAP inh noacc	TNAP inh hi DEA	PMI act hi M6P	bIAP activator	Diaphorase act
Cc1ccc(C(=O)N/C(=C/c2ccco2)C(=O)O)cc1
 : 0.9	1	13	13	0	-4	-4	1	0.9	0.9
COc1ccc(N2CCN(C(=O)Cn3cnc4c(cnn4-c4ccc(C)cc4)c3=O)CC2)cc1
 : 1	1	-6	6	-5	-9	-1	0.7	1.1	0.9
CCc1nc(C)cn1S(=O)(=O)c1cc([N+](=O)[O-])ccc1Cl
 : 1.1	1	1	2	90*	-13	-2	1	1	1
COc1ccccc1N1CC(C(=O)Nc2ccc(S(=O)(=O)N3CCOCC3)cc2)CC1=O (centres undefined)
 : 1	1	-4	2	-5	-8	-3	1.1	1	1
O=C(NNC(=O)C12CC3CC(CC(C3)C1)C2)[C@@H]1C[C@H]1c1ccccc1
 : 1	1	-23	4	6	-59	-1	1	1.2	1
Cc1cccc(CSc2ncccc2C(=O)O)c1
 : 1.1	1	2	4	-3	-4	0	1.1	1	1
O=S(=O)(Nc1ccc(Cl)nn1)c1ccccc1
 : 1	1.1	3	24	-4	-8	-7	1	1	0.8
CC1CCc2c(nc3ncnn3c2N2CCN(c3ccccc3F)CC2)C1 (centres undefined)
 : 1.1	1.1	2	22	/	-5	-5	0.9	1	0.8
CCCc1ccc(OCc2nc(-c3ccc(NC(=O)c4cccs4)cc3)no2)cc1
 : 1.1	0.9	7	-9	7	4	7	1.2	0.9	1.1
Cc1nc(SCn2nnc3ccccc3c2=O)c2c(C)c(C)sc2n1
 : 1	1	30	6	/	-7	-3	1.1	0.7	0.9
CN(Cc1ccno1)Cc1cn(Cc2ccccc2)nc1-c1ccc2c(c1)OCO2
 : 1	1	6	-6	20	-9	-5	1	0.9	1.1
CC(=O)c1nn(-c2cccc(Br)c2)cc1C(=O)c1ccc(Br)cc1
 : 1	1	24	1	-6	-8	-1	1	0.8	1
O=C(NC(=S)N1CCOCC1)c1ccc([N+](=O)[O-])cc1
 : 0.9	1	0	1	-2	-52	-3	1	1	1
CC(=O)Oc1ccc(Cl)cc1/C=C/c1ccc2ccccc2n1
 : 0.8	0.9	-4	26	55*	-2	5	0.8	1	0.7
CCN(CC)c1ccc(/C=C(/C#N)C(=O)NCc2ccccc2)o1
 : 0.9	0.7	14	18	0	24	30	0.7	0.9	0.8
CC(N=c1ccccn1C(=O)Nc1ccc(Cl)cc1)c1ccco1 (centres undefined)
 : 1	1.1	25	-4	3	-12	-9	1.2	0.8	1
COc1ccc(CCC(=O)OCC(=O)Nc2ccc(C)c(S(=O)(=O)N(C)C)c2)cc1
 : 0.8	1	6	2	-11	-12	2	1.1	0.9	1
N#Cc1c2c(c(NCc3cccnc3)n3c1nc1ccccc13)CCC2
 : 0.9	1.1	-6	28	18	-11	-6	0.9	1.1	0.7
CCN(CC)S(=O)(=O)c1ccc(C(=O)N2CCCCC2)cc1
 : 0.9	1	-4	13	-3	-8	-2	0.9	1	0.9
CCc1sc(N)nc1-c1ccccc1
 : 0.9	1	1	-3	-2	-6	4	1.1	1	1
Cc1cc(C(=O)Nc2sc(C)c(C)c2C#N)no1
 : 0.9	1	9	8	-8	-14	-3	0.9	0.9	0.9
O=C(c1cc2ccccc2oc1=O)N(c1ccccc1)C1C=CS(=O)(=O)C1 (centres undefined)
 : 1	1	-1	-3	9	1	5	1.1	1	1
COC(=O)c1[nH]c2ccc(F)cc2c1NC(=O)Nc1ccc(OC)cc1
 : 1	1.1	9	9	2	-12	-6	1	0.9	0.9
Cc1nc(SCC(=O)N(C)C2CCCCC2)[nH]c(=O)c1Cc1ccccc1
 : 0.9	1	2	6	-2	-13	1	0.9	1	0.9
CCN1CCCC1CNC(=O)Cn1cnc2ccc(S(=O)(=O)N3CCC(C)CC3)cc2c1=O (centres undefined)
 : 0.9	1	2	7	-4	-8	4	0.9	1	0.9
Cc1ccc(S(=O)(=O)c2cc3c(=O)n4ccccc4nc3n(Cc3ccco3)c2=N)cc1C
 : 1.1	0.9	10	33	56*	11	10	1.3	0.9	0.7
CN(C)S(=O)(=O)c1ccc(NC(=O)c2ccncc2)cc1
 : 0.9	1.1	8	19	6	-9	-5	0.9	0.9	0.8
Nc1nnc(SCC(=O)Nc2sc3c(c2C(=O)c2ccccc2)CCCC3)s1
 : 0.7	0.9	15	23	57*	-11	6	0.6	0.9	0.8
N#Cc1cc2c(N)c(C(=O)Nc3ccccc3)sc2nc1N
 : 0.9	1	21	37	10	-9	-2	0.9	0.8	0.6
COC(=O)c1ccccc1NC(=O)CN(Cc1ccccc1)S(C)(=O)=O
 : 0.9	1	1	14	3	-7	0	0.9	1	0.9
O=C(c1ccco1)N(Cc1ccc([N+](=O)[O-])cc1)c1ccc(Cl)cc1
 : 0.8	1.1	1	18	5	-10	-9	0.9	1	0.8
Cc1ccnc(SCc2cn3c(C)cc(C)nc3n2)n1
 : 1	1	-16	3	-3	-12	-3	1	1.2	1
COC(=O)c1c(NC(=O)c2ccccc2[N+](=O)[O-])sc2c1CC(C)(C)NC2(C)C
 : 1	1	10	10	96*	1	0	1	0.9	0.9
Cc1ccc(OCCC(=O)OCC(=O)Nc2cc(S(=O)(=O)N(C)C)ccc2C)cc1
 : 1	1	-5	10	-5	-5	-1	0.9	1.1	0.9
CCOCCCNS(=O)(=O)c1ccc(NC(=O)c2ccc(OC)c([N+](=O)[O-])c2)cc1
 : 1	1	-2	11	0	-11	0	1	1	0.9
COc1ccccc1NC(=O)c1c(Nc2ccccc2F)sc(C(=O)Nc2cccc(Cl)c2)c1N
 : 1	1	12	22	-13	-18	-2	1.2	0.9	0.8
O=C(Cc1cccs1)NC(c1ccccc1)c1ccccc1
 : 0.9	1.1	7	14	6	-11	-8	1	0.9	0.9
CC1(C)Cc2c(c(N3CCOCC3)nc3sc(-c4ccc(C(=O)O)o4)c(N)c23)CO1
 : 0.9	0.9	8	12	4	9	7	0.6	0.9	0.9
CC1(c2cccs2)CC(c2cccs2)=C(C#N)C(=O)N1 (centres undefined)
 : 0.9	1	9	7	0	-7	2	0.8	0.9	0.9
COCC(C)n1c(SCC(=O)c2cc(C)n(C)c2C)nc2ccccc2c1=O (centres undefined)
 : 1	1	-18	0	84*	0	-4	1	1.2	1
O=C(NCCCN1CCN(CCCNC(=O)c2ccccc2F)CC1)c1ccccc1F
 : 1	1	4	0	49	-6	-2	1	1	1
O=C1c2ccccc2-c2nnc(-c3ccc(F)cc3)cc21
 : 1.1	1	-4	10	15	-8	-3	0.9	1	0.9
Cc1cc(C)cc(Oc2ccccc2/C=C\C(=O)O)c1
 : 1	1	6	8	-7	0	0	0.9	0.9	0.9
Cc1ccc(S(=O)(=O)N2CCCCC2)cc1NC(=O)COc1ccccc1F
 : 0.9	1	2	9	5	-8	-4	0.9	1	0.9
O=C(Nc1ccc(N2CCN(C(=O)c3ccco3)CC2)cc1)c1cccc(F)c1
 : 0.9	1	0	11	-1	-12	-2	0.9	1	0.9
Cc1cccc(C2c3[nH]c4ccccc4c3CCN2Cc2ccc(C)s2)n1 (centres undefined)
 : 0.9	1	5	10	6	-4	-3	1	1	0.9
CCCNc1nc(C)nc2c1cnn2CCc1ccccc1
 : 1	1	-6	17	27	-4	-4	0.9	1.1	0.8
O=C(Nc1cccc(S(=O)(=O)N2CCCCCC2)c1)c1ccc2c(c1)OCO2
 : 0.8	1	0	13	23	-15	2	0.9	1	0.9
CC(C)OC(=O)c1nnn(-c2nonc2N)c1CSc1ccccn1
 : 0.9	1	6	13	3	-6	-4	0.9	0.9	0.9
C1=CCC(CN2CCN(C3CCCCCC3)CC2)CC1 (centres undefined)
 : 1.2	1	4	6	90*	-7	-1	1.2	1	0.9
CCOC(=O)C1=C(C)N=C2SC(C)C(=O)N2C1c1ccccc1 (centres undefined)
 : 1	1	-10	6	-4	-7	-4	1.1	1.1	0.9
O=C(O)CCS(=O)(=O)Cc1cccc(Cl)c1
 : 1	1	2	9	-6	-10	0	1	1	0.9
Cc1ccc(N(C(=O)c2ccc(S(=O)(=O)N3CCOCC3)cc2)C2C=CS(=O)(=O)C2)cc1 (centres undefined)
 : 1	1	2	0	-4	-2	2	0.9	1	1
O=C(NCCCN1CCOCC1)c1ccc(CSc2ccc(Cl)cc2)cc1
 : 0.9	1.1	-10	9	97*	-6	-6	0.9	1.1	0.9
CCCCCn1c(N)c(-c2nc3ccccc3s2)c2c([N+](=O)[O-])nn(C)c(=O)c21
 : 0.9	0.9	15	12	28	8	10	0.9	0.9	0.9
O=S(=O)(N/N=C\c1cn(-c2ccccc2)nc1-c1ccccc1)c1ccccc1
 : 0.9	1.1	4	25	4	-9	-6	0.9	1	0.8
CCn1cnc2sc(C(=O)N3CCN(Cc4ccc5c(c4)OCO5)CC3)c(C)c2c1=O
 : 1	1	-4	18	-7	-1	-1	0.9	1	0.8
O=C(Cn1cc2c(n1)CCCC2)NCC1CCCO1 (centres undefined)
 : 1	1	9	20	-10	-12	-4	1	0.9	0.8
COCc1cc(C)nc(SCC[N+](C)(C)CC(=O)Nc2ccccc2)c1C#N
 : 1	1	1	0	-4	2	2	0.9	1	1
Cc1cc(=S)cc(C)n1CCO
 : 1.6	1	/	6	2	0	1	2.4*	0.5	0.9

Some of the entries above in a different format:
| Structure | PMI activator | TNAP act hiacc | bIAP inhibitor | Diaphorase inh | Lmaj promast | TNAP inh noacc | TNAP inh hi DEA | PMI act hi M6P | bIAP activator | Diaphorase act |
| --- | --- | --- | --- | --- | --- | --- | --- | --- | --- | --- |
| CN(Cc1ccno1)Cc1cn(Cc2ccccc2)nc1-c1ccc2c(c1)OCO2 | 1 | 1 | 6 | -6 | 20 | -9 | -5 | 1 | 0.9 | 1.1 |
| CC(=O)c1nn(-c2cccc(Br)c2)cc1C(=O)c1ccc(Br)cc1 | 1 | 1 | 24 | 1 | -6 | -8 | -1 | 1 | 0.8 | 1 |
| O=C(NC(=S)N1CCOCC1)c1ccc([N+](=O)[O-])cc1 | 0.9 | 1 | 0 | 1 | -2 | -52 | -3 | 1 | 1 | 1 |
| CC(=O)Oc1ccc(Cl)cc1/C=C/c1ccc2ccccc2n1 | 0.8 | 0.9 | -4 | 26 | 55* | -2 | 5 | 0.8 | 1 | 0.7 |
| CCN(CC)c1ccc(/C=C(/C#N)C(=O)NCc2ccccc2)o1 | 0.9 | 0.7 | 14 | 18 | 0 | 24 | 30 | 0.7 | 0.9 | 0.8 |
